Assay outcomes (PubChem)
MIN6 prolif = induces beta-cell replication in MIN6 cells; MIN6 cells proliferation, ATPlite luminescence, 48 h; cells starved in 0.2% serum; 100% = growth in 10% serum; proliferation, % at 10 µM; 330,000 tested, 0.29% active; AID 2380;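 active means compounds whose signal lies at least 3.5 SD above the mean of all wells on their plate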;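 further: 0% = DMSO-treated cells in low-serum medium and 100% = 10% serum control; some compounds called inactive have numbers as strong as hits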
TIM10 inh = TIM10 yeast growth inhibition. S. cerevisiae TIM10 strain growth, BacTiter-Glo luminescence, 24 h. inhibition, % at 10 µM. 330,000 tested, 1.4% active;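 active means inhibition of 40% or more at the single tested concentration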;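 further: wild-type TIM10 isogenic control strain grown at permissive 25 °C; 0% = DMSO yeast wells and 100% = minimal medium wells without yeast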
mIAP activ = increases mouse intestinal alkaline phosphatase activity. 330,000 tested, 0.24% active. activation factor at 10 µM. muIAP, CDP-Star luminescence, 30 min; hits give high values; 1 = vehicle-only enzyme signal, 0 = enzyme-free wells. AID 2805;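 active means activation factor of at least 2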; further: the source names both 10 and 20 µM as test concentration; values of inactives mirror those of a sister screen read the other way
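System: mouse IAP enzyme. Reagent: CDP-Star chemiluminescent phosphatase substrate. Benchmarks: DMSO wells, no-enzyme wells. Times: 30 min enzyme-substrate-compound incubation at room temperature. Detection: luminescence from enzymatic CDP-Star hydrolysis. Doses: test compounds delivered from DMSO solution.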
mIAP inh = blocks mouse intestinal alkaline phosphatase. purified mouse IAP, CDP-Star luminescence, 30 min. inhibition, % at 10 µM. 330,000 tested, 0.2% active. AID 2806;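 active means inhibition of at least 40% at 10 µM in the primary screen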;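 further: plate controls were DMSO with enzyme for no effect and no enzyme wells for full effect; values of inactives mirror those of a sister screen read the other way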
NALP3 yeast inh = inhibitors of NALP3 inflammasome in yeast; Yeast reconstituted NLRP3/ASC/caspase-1, beta-gal luminescence, 24 h; 330,000 tested, 0.39% active; inhibition, % at 10 µM;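 active means inhibition of 50% or more; inactive means inhibition below 50%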;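 further: plate controls were induced DMSO wells for no effect and uninduced yeast grown without galactose for full effect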
APOBEC3G inh = APOBEC3G (human) deaminase inhibition. Q9HC16. recombinant A3G, ssDNA deamination FAM/TAMRA fluorescence. inhibition, % at 20 µM. 330,000 tested, 0.28% active;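 active means inhibition of at least 40% at 20 µM, with no more than 30% in the related APOBEC3A deaminase screen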;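 further: plate controls were DMSO wells with A3G for no effect and wells lacking A3G enzyme for full effect; some compounds called inactive have numbers as strong as hits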
Target sequence (Q9HC16 whole entry, looked up): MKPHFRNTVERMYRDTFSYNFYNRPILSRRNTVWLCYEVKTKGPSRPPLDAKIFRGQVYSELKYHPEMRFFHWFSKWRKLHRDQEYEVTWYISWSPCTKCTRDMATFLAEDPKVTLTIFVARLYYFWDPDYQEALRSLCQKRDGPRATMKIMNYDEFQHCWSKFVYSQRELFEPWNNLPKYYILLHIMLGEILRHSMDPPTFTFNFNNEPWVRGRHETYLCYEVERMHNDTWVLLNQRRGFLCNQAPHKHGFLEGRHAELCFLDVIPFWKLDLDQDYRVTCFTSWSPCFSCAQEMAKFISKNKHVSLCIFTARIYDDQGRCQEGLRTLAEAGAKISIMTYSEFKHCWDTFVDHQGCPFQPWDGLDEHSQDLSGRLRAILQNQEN
tim10-1 inh = growth inhibitors of tim10-1 mutant yeast | S. cerevisiae tim10-1 ts strain growth, BacTiter-Glo, 24 h | inhibition, % at 20 µM | 330,000 tested, 2.2% active | AID 463190;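 active means inhibition of at least 40%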;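 further: mutant grown at 25 °C; 0% = DMSO wells with yeast and 100% = wells holding no yeast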
APOBEC3A inh = blocks human APOBEC3A ssDNA deamination | 330,000 tested, 0.41% active | AID 493011 | recombinant A3A, FAM/TAMRA ssDNA deamination fluorescence | inhibition, % at 20 µM | P31941;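 active means at least 40% inhibition at 20 µM here, with at most 30% in a related deaminase screen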;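 further: plate controls were A3A with DMSO for no effect and wells lacking A3A enzyme for full effect; some results filed as inactive read as strong as hits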
hIAP block = human IAP inhibition; P09923; purified IAP, CDP-Star luminescence, 30 min; inhibition, % at 10 µM; 330,000 tested, 0.12% active;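 active means inhibition reaching a set limit with compound at 10 µM in the primary screen, cut at about 35% in these data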;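 further: plate controls were DMSO wells with enzyme for no effect and no-enzyme buffer wells for full effect; values of inactives mirror those of a sister screen read the other way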
Target sequence (P09923 whole entry, looked up): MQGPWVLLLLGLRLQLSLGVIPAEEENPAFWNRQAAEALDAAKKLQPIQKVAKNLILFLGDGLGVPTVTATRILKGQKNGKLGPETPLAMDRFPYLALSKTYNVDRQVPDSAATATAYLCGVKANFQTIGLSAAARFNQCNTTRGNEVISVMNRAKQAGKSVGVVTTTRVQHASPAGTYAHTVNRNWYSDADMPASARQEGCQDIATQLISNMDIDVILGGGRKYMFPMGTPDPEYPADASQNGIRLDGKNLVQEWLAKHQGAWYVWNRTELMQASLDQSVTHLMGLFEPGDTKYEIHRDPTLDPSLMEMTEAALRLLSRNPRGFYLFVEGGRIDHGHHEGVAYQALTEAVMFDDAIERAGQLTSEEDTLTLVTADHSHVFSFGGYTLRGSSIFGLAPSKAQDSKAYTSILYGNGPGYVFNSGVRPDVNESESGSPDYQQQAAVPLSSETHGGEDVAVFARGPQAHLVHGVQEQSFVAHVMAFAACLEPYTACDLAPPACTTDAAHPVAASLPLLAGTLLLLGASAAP
An asterisk follows results filed as active. Compounds were not picked by outcome; 4.6% or so of the library scored in one or more.

SMILES	MIN6 prolif	TIM10 inh	mIAP activ	mIAP inh	NALP3 yeast inh	APOBEC3G inh	tim10-1 inh	APOBEC3A inh	hIAP block
COc1ccc(N2CCN(S(=O)(=O)c3ccc(OC)c(C(=O)N4CCOCC4)c3)CC2)cc1	1	-7	1.1	-12	23	6	1	2	-13
COc1cccc2cc(C(=O)N3CCN(c4ccccn4)CC3)c(=O)oc12	-1	-1	1.1	-9	15	-9	7	-5	-12
COc1ccc(-c2nnc3n2CCCCC3)cc1OC	1	-4	0.98	2	8	-5	2	0	1
Cc1ccc(SCC(=O)N(C)C2CCS(=O)(=O)C2)c(C)c1 (stereo not given)	4	0	1.1	-15	3	-6	-8	-3	-10
Cc1cccc(C(=O)N2CCCC(N3CCN(c4cccc(Cl)c4)CC3)C2)n1 (stereo not given)	2	4	1	0	9	-4	6	-3	-8
Cc1ccc(S(=O)(=O)NCc2nc3ccccc3c(=O)n2N)cc1	-3	-2	1	-1	-4	-4	9	1	18
Cc1nc2scc(C)n2c(=O)c1S(=O)(=O)Nc1ccc(N2CCOCC2)c(Cl)c1	-7	5	1.1	-9	2	8	-18	0	-2
Cc1cc2c(cc1C)C(c1cccc([N+](=O)[O-])c1)CC(=O)N2 (stereo not given)	1	17	0.9	10	3	7	31	4	-2
O=C(O)c1ccc(CNCc2c(Cl)cccc2Cl)cc1	0	-1	1	0	-4	2	1	1	11
COc1ccc(CNC(=O)CCc2c[nH]c3ccccc23)cc1	-2	-1	1	-3	8	-1	6	0	-26
O=C(O)CCCCCNC(=O)c1ccc(Br)cc1	0	0	1.2	-16	3	-4	2	-5	5
CC(=O)c1cnc(Nc2nc(C)c3cc(C)c(C)cc3n2)nc1C	-2	12	1	-4	3	-5	24	-4	3
Cc1ccc(CNC(=O)c2ccc(N3CCC4(CC3)CC(c3cccc(Br)c3)=NO4)c(N)c2)cc1	-8	-7	1	-2	7	-2	-1	-3	14
CCN(CC)CC(O)c1cccn1-c1ccc(CNC(=O)NC(C)C)cc1 (stereo not given)	4	-3	0.98	2	22	-1	-4	-1	7
Cc1ccccc1OCC(O)CN1CCCCC1 (stereo not given)	2	14	0.91	10	13	-8	6	1	-8

Record cards (already shown).
Cc1ccc(CNC(=O)c2ccc(N3CCC4(CC3)CC(c3cccc(Br)c3)=NO4)c(N)c2)cc1 across the screens: MIN6 prolif = -8; TIM10 inh = -7; mIAP activ = 1; mIAP inh = -2; NALP3 yeast inh = 7; APOBEC3G inh = -2; tim10-1 inh = -1; APOBEC3A inh = -3; hIAP block = 14
COc1cccc2cc(C(=O)N3CCN(c4ccccn4)CC3)c(=O)oc12 across the screens: MIN6 prolif = -1; TIM10 inh = -1; mIAP activ = 1.1; mIAP inh = -9; NALP3 yeast inh = 15; APOBEC3G inh = -9; tim10-1 inh = 7; APOBEC3A inh = -5; hIAP block = -12

Structures above that contain a Cl atom:
SMILES	MIN6 prolif	TIM10 inh	mIAP activ	mIAP inh	NALP3 yeast inh	APOBEC3G inh	tim10-1 inh	APOBEC3A inh	hIAP block
Cc1cccc(C(=O)N2CCCC(N3CCN(c4cccc(Cl)c4)CC3)C2)n1 (stereo not given)	2	4	1	0	9	-4	6	-3	-8
Cc1nc2scc(C)n2c(=O)c1S(=O)(=O)Nc1ccc(N2CCOCC2)c(Cl)c1	-7	5	1.1	-9	2	8	-18	0	-2
O=C(O)c1ccc(CNCc2c(Cl)cccc2Cl)cc1	0	-1	1	0	-4	2	1	1	11

The listing picks up with the 6 entries that preceded the break.
SMILES	MIN6 prolif	TIM10 inh	mIAP activ	mIAP inh	NALP3 yeast inh	APOBEC3G inh	tim10-1 inh	APOBEC3A inh	hIAP block
COc1ccc(CNC(=O)CCc2c[nH]c3ccccc23)cc1	-2	-1	1	-3	8	-1	6	0	-26
O=C(O)CCCCCNC(=O)c1ccc(Br)cc1	0	0	1.2	-16	3	-4	2	-5	5
CC(=O)c1cnc(Nc2nc(C)c3cc(C)c(C)cc3n2)nc1C	-2	12	1	-4	3	-5	24	-4	3
Cc1ccc(CNC(=O)c2ccc(N3CCC4(CC3)CC(c3cccc(Br)c3)=NO4)c(N)c2)cc1	-8	-7	1	-2	7	-2	-1	-3	14
CCN(CC)CC(O)c1cccn1-c1ccc(CNC(=O)NC(C)C)cc1 (stereo not given)	4	-3	0.98	2	22	-1	-4	-1	7
Cc1ccccc1OCC(O)CN1CCCCC1 (stereo not given)	2	14	0.91	10	13	-8	6	1	-8
COc1ccccc1-c1cc(C(=O)N/N=C/c2ccoc2)c2ccccc2n1	3	11	0.91	9	15	-6	23	-4	-4
CCn1c(SCC(=O)NNC(=O)c2ccc(C)cc2)nnc1C1CC1	-3	-15	1.1	-9	7	-6	1	-3	-25
COc1ccc(S(=O)(=O)N2CCN(CC(=O)NCC3(N4CCOCC4)CCCCC3)CC2)cc1	-3	11	0.95	5	26	-6	4	-1	8
Cc1ccc(C(=O)NCC(=O)N(C)CC(=O)Nc2c(Cl)cccc2Cl)s1	-3	2	1	-3	5	-11	2	-1	-14
O=C(COc1ccccc1)NCC(=O)Nc1ccncc1	1	4	0.99	0	23	-8	4	-5	-21
O=C(NC1CCCCC1)N1CCN(C(c2ccccc2)c2ccccc2)CC1	-2	15	1.2	-22	15	-3	38	-2	-11
Cc1ccc(C(=O)OCC(=O)Nc2cccc(S(=O)(=O)N3CCOCC3)c2)o1	6	11	0.99	1	13	-4	-1	1	3
COc1cccc(-c2csc(NC(=O)Nc3ccccc3)n2)c1	-4	-15	3.2*	-221	19	-3	2	0	12
O=c1[nH]oc2cc(Cl)ccc12	-3	-6	0.88	12	-8	6	-2	5	-4
CS(=O)(=O)N1CCN(C(=O)CCC2CCCC2)CC1	4	-3	1	-1	-5	-7	7	-3	-21
Cc1ccccc1CC1S/C(=N/N=C/c2ccco2)NC1=O (stereo not given)	-3	-1	0.93	7	-8	-9	7	-4	21
CC(=O)Nc1ccc(C(=O)NNC(=O)c2ccc(Cl)cc2)cc1	-1	-9	0.98	2	13	2	-17	1	-22
CC1(C)C(=O)Nc2ccccc2N1C(=O)COc1ccccc1C#N	1	-2	0.88	12	3	16	-13	17	-16
COc1ccc(C)cc1NC(=O)C(=O)NCc1ccncc1	3	-17	1	-1	25	-6	3	-3	11
Cc1cc2oc(C(=O)NCc3ccc4c(c3)OCO4)c(C)c2cc1C	0	19	1.1	-9	13	-4	9	-1	-2
CC(C)CC(=O)C1=C(O)C(=O)N(Cc2ccccc2)C1c1ccccc1 (stereo not given)	-3	-12	1.1	-6	17	-4	7	-7	-12
COc1ccc(Nc2nc(Cl)nc(NCc3ccco3)n2)c(OC)c1	0	17	0.98	2	5	-3	17	0	-6
Cc1cc(C)cc(NC(=S)N(Cc2ccc(Br)cc2)Cc2ccc(C(=O)O)cc2)c1	-3	14	0.82	18	0	-8	34	-2	4
CCCN1CCN(CCCNC(=S)Nc2ccc(F)cc2)CC1	-3	3	1	-4	13	-5	-9	0	-12
CCOC(=O)c1cc(C)n(CCc2ccccc2)c1C	-2	6	0.94	6	16	-1	13	-3	-9
O=C(NCc1cc(F)cc(C(F)(F)F)c1)C1CCC(=O)N(C2CCCC2)C1 (stereo not given)	0	-5	0.88	12	6	-8	14	-9	-5
COc1ccc(CCNC(=O)C(C)Sc2ccccc2)cc1OC (stereo not given)	3	5	0.98	2	15	-1	2	4	-16
COc1ccc(Br)cc1/C=N/n1c(C)nnc1C	-2	-5	1.1	-7	14	1	12	1	-2
O=C(Cc1c(F)cccc1Cl)NNC(=O)c1ccc(Br)s1	3	0	0.95	5	10	-8	-19	-5	4
O=c1cc(CN2CCN(S(=O)(=O)c3ccc4ccccc4c3)CC2)nc2sccn12	0	25	0.98	2	11	-4	33	-3	0
CN(C(=O)/C=C/c1ccccc1)C1CCCCC1	-3	10	0.98	2	26	-6	6	-1	-3
CC1CCCCC12NC(=O)N(CC(=O)N1CCN(S(=O)(=O)Cc3ccccc3)CC1)C2=O (stereo not given)	3	-2	1.1	-15	8	-9	1	-7	5
O=c1c2c3c(sc2ncn1/N=C/c1cccnc1)CCCC3	-1	20	0.97	3	17	-7	39	-8	10
COc1ccc(OCC(O)CNS(=O)(=O)c2cccc(Cl)c2)cc1 (stereo not given)	0	5	1	-3	-11	-3	-5	2	22
COC(=O)[C@@H](NC(=O)Nc1ccc(OC(F)(F)F)cc1)C(C)C	-1	0	0.94	6	10	-2	-8	-3	-15
COc1ccc(C(=O)N=C2SC3CS(=O)(=O)CC3N2c2ccccc2)cc1OC (stereo not given)	-1	4	1.1	-7	7	6	4	4	16
CC1=NN(C(=O)COc2ccc(C)c(C)c2)C(O)(c2ccc(Cl)cc2)C1 (stereo not given)	-3	11	0.81	20	16	-4	-8	0	-19
O=C(CSc1nnc(C2COc3ccccc3O2)o1)N1CCCC1 (stereo not given)	-3	-1	0.88	12	-8	2	12	-2	10
Cc1[nH]c(=O)c(C#N)c(C)c1CCC(=O)NCc1cccc(C(F)(F)F)c1	-2	-11	0.96	4	22	0	12	4	-13
O=C(Nc1cccc(F)c1)c1ccc(S(=O)(=O)NCC2CCCO2)cc1 (stereo not given)	-3	-14	0.98	2	10	1	-12	0	-3
CCOC(=O)c1nnn(-c2nonc2N)c1COc1ccc(F)cc1	2	-14	0.95	5	-2	-2	11	0	12
CCc1cc(=O)[nH]c(SCC(=O)Nc2ccc3c(c2)OCCO3)n1	-5	4	0.94	6	7	-9	9	-6	3
S=c1[nH]nc(-c2ccncc2)n1/N=C/c1ccccc1Cl	-5	0	1	-5	8	74*	14	-8	-29
COc1cccc(C(=O)N[C@@H](CCSC)c2nc3ccccc3[nH]2)c1	0	-2	1.2	-24	9	-11	6	-1	-3
Cc1ccsc1/C=N/NC(=O)C(N)=O	0	-1	0.96	4	6	-5	2	1	-17
O=c1[nH]c(/C=C\c2ccc(O)cc2)nc(O)c1[N+](=O)[O-]	-3	6	0.91	9	10	3	-13	2	16
O=C(NNC(=O)c1ccccc1C(=O)O)c1ccc(O)cc1	-3	-5	1.1	-6	10	0	-19	1	1
COc1ccc(CC(=O)NCc2nnc(SCC(=O)Nc3nccs3)n2-c2ccccc2)cc1	1	2	0.98	2	1	-7	12	1	-8
COc1ccccc1N1CC(O)=C(c2nc3ccccc3c(=O)[nH]2)C1=N	0	4	0.91	9	7	0	8	0	-5
Cc1cc(C)cc(Oc2ccccc2C=O)c1	-2	6	1	-3	-6	-2	9	3	9

Single entries from the entries so far.
`O=C(Nc1cccc(F)c1)c1ccc(S(=O)(=O)NCC2CCCO2)cc1` (stereo not given) @ hIAP block = -3
`COc1ccc(CC(=O)NCc2nnc(SCC(=O)Nc3nccs3)n2-c2ccccc2)cc1` @ MIN6 prolif = 1
